LYPLA1 inh: LYPLA1 (human) inhibition in PME1 counter-screen | recombinant LYPLA1, FP-Rh probe fluorescence polarization | actives 0.16% (n = 320,000) | inhibition, % at 5.9 µM;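 active = inhibition above the mean of all tested compounds plus 3 SD, set per campaign, cut at about 14% in these data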;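 also: inhibitors block serine hydrolase probe labeling of LYPLA1 so polarization falls; 0% = enzyme with DMSO and 100% = wells lacking LYPLA1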
GSTO1 counter: counter-screen for RBBP9 inhibitors: inhibitors of human GSTO1; P78417; AID 1974; recombinant GSTO1, activity-based probe fluorescence polarization; actives 1.1% (n = 300,000); inhibition, % at 5.96 µM;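 active = inhibition above the campaign mean inhibition plus 3 SD, cut at about 35% in these data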;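 also: 0% = GSTO1-1 with DMSO and 100% = wells lacking GSTO1-1 enzyme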
Target sequence (P78417 whole entry, looked up): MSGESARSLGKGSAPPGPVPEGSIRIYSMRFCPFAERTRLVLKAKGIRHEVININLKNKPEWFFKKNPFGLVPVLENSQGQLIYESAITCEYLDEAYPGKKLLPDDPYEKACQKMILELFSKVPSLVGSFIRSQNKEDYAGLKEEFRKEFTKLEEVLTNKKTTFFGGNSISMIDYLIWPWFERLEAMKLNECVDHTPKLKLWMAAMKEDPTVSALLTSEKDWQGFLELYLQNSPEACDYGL
PME-1 inh: blocks human protein phosphatase methylesterase 1 | Q9Y570 | recombinant PME-1, FP-Rh probe fluorescence polarization | inhibition, % at 5.9 µM | actives 0.53% (n = 320,000) | AID 2130;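 active = inhibition above the campaign mean of all compounds plus 3 SD, cut at about 26% in these data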;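 also: competitive labeling of PME-1 active site by serine hydrolase directed probe; 0% = PME-1 with DMSO and 100% = wells lacking PME-1 enzyme; inhibitors block probe labeling so polarization falls and inhibition rises; many of its hits are not listed in these tables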
Target sequence (Q9Y570 whole entry, looked up): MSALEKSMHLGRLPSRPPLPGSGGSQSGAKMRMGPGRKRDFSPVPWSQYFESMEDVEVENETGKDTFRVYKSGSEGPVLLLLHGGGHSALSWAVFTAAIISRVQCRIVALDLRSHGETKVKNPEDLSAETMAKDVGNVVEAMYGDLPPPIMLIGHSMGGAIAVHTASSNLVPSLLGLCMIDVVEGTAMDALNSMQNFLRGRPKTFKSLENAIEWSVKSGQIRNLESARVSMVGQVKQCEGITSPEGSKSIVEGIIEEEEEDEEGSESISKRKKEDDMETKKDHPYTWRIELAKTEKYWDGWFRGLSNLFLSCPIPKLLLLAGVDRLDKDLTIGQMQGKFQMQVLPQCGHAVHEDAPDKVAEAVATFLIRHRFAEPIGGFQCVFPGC
PAD4 FP inh: blocks human protein arginine deiminase 4 | inhibition, % at 6.36 µM | actives 0.41% (n = 330,000) | recombinant PAD4, RCA probe fluorescence polarization | AID 485272 | Q9UM07;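 active = percent inhibition above a cutoff equal to the mean of all tested compounds plus 3 SD, cut at about 15% in these data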;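 also: 0% = PAD4 with RCA probe and DMSO and 100% = probe without PAD4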
PAFAH1B3 inh: blocks human PAF acetylhydrolase 1B catalytic subunit 3; Q15102; recombinant PAFAH1B3, FP-rhodamine probe, fluorescence polarization; actives 0.28% (n = 340,000); inhibition, % at 3.39 µM;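 active = inhibition above the screen-wide average of all tested compounds plus 3 SD, cut at about 25% in these data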;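 also: 0% = enzyme with DMSO only and 100% = wells lacking PAFAH1B3 protein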
PAFAH1B2 inh: PAFAH1B2 (human) inhibition. recombinant PAFAH1B2, FP-rhodamine activity probe, fluorescence polarization. inhibition, % at 3.39 µM. actives 1.2% (n = 340,000). AID 492953;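 active = inhibition above the mean of all tested compounds plus 3 SD, cut at about 24% in these data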;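 also: 0% = enzyme with DMSO and 100% = wells lacking PAFAH1B2; many of its hits are not listed in these tables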
Target sequence (P68402 whole entry, looked up): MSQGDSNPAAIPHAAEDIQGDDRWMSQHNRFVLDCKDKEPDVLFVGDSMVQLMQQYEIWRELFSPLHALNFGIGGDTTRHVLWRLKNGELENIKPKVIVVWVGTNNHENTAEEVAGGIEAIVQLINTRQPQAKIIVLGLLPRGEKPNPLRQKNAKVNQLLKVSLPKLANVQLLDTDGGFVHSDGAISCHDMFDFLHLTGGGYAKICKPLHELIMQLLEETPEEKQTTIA
PREPL inh: human PREPL enzyme inhibition; recombinant PREPL, fluorescence polarization activity-based probe; Q4J6C6; actives 0.68% (n = 320,000); AID 2751; inhibition, % at 5.96 µM; in the data active = inhibition above about 43%;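 also: 0% = enzyme with DMSO and 100% = wells lacking enzyme; many of its hits are not listed in these tables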
LYPLA2 counter: LYPLA2 (human) inhibition in PME1 counter-screen; recombinant LYPLA2, FP-Rh probe fluorescence polarization; inhibition, % at 5.9 µM; actives 0.38% (n = 320,000); AID 2177;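 active = inhibition above the screen-wide mean plus 3 SD, limit set per campaign, cut at about 26% in these data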;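 also: 0% = LYPLA2 with DMSO and 100% = wells lacking LYPLA2 enzyme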
pPAFAH inh: inhibitors of human plasma PAF acetylhydrolase (pPAFAH). Q13093. AID 463082. recombinant pPAFAH, FP-rhodamine probe fluorescence polarization. actives 1.5% (n = 330,000). inhibition, % at 3.39 µM;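 active = inhibition above the mean inhibition across the screen plus 3 SD, cut at about 25% in these data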;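 also: inhibitors block binding of the rhodamine activity-based probe so polarization drops; 0% = enzyme with DMSO and 100% = wells lacking pPAFAH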
The depositor's hits bear a star; / = no result given. These rows are one share of the data; count on the stated rates, not on these rows.

Values run as follows: LYPLA1 inh, GSTO1 counter, PME-1 inh, PAD4 FP inh, PAFAH1B3 inh, PAFAH1B2 inh, PREPL inh, LYPLA2 counter, pPAFAH inh
1. Fc1ccc(C2=Nc3cccc4cccc(c34)N2)cc1
  -2, 10, 3, -4, 12, -2, 10, -2, 12
2. O=C(NCCCc1ccccc1)c1cccc(S(=O)(=O)N2CCOCC2)c1
  -3, /, -5, -16, -5, 10, 6, -1, 1
3. S=C(NC12CC3CC(CC(C3)C1)C2)N1CCOCC1
  3, -4, 1, -3, 15, 0, 5, 1, 0
4. CCOc1ccc(NC(=O)N2CCCC2C(=O)NCC2CCCO2)cc1 (configuration not stated)
  1, 2, -5, -1, -1, 2, 8, 8, -5
5. COc1ccccc1Cc1nnc(NC(=O)C2CCN(C(=O)c3ccco3)CC2)s1
  -2, 2, -4, 1, -9, 0, -16, 0, -5
6. COC(=O)C1Cc2c([nH]c3ccccc23)C(C)N1 (configuration not stated)
  -1, -3, -5, 0, 7, 7, 18, 6, 1
7. CCCn1c(=N)n(CC(O)COc2ccc(C)cc2)c2ccccc21 (configuration not stated)
  0, 11, -1, 3, 5, 7, 16, 1, -3
8. Cc1ccc(N(C(=O)CCC(=O)Nc2cc(C)on2)C(C(=O)NC2CCCC2)c2cccs2)cc1 (configuration not stated)
  4, 2, 9, 4, -5, 8, 5, 6, 0
9. O=C(c1ccco1)N1N=C(c2ccc(Br)cc2)CC1c1ccco1 (configuration not stated)
  -3, /, 0, -5, 5, 2, -3, -3, 11
10. O=C(NCCN1CCOCC1)N1c2ccccc2Sc2ccccc21
  -1, 8, -1, 4, 6, 7, 0, -4, 0
11. CCc1cc(/C(Cc2ccccn2)=N\O)c(O)cc1O
  2, -2, 10, 2, 21, 13, 5, 9, 8
12. O=C(CN1C(=O)NC(Cc2c[nH]c3ccccc23)C1=O)NC1CCCCC1 (configuration not stated)
  -2, /, 6, 3, 6, 7, 15, 5, -1
13. O=C(NCC1(N2CCCCC2)CCCCC1)c1ccc(NS(=O)(=O)c2ccc(F)cc2)cc1
  0, 3, 1, 0, 5, 3, -1, 4, -1
14. COc1ccccc1C1C=C(c2ccc(Cl)cc2)Nc2nc(N3C(=O)CCC3=O)nn21 (configuration not stated)
  -2, 2, 1, -3, 3, 5, 14, 0, 3
15. O=C(O)CCCC(=O)N1N=C(c2c(-c3ccccc3)c3cc(Cl)ccc3[nH]c2=O)CC1c1cccs1 (configuration not stated)
  1, -3, -1, 6, 14, 2, 24, 9, 6
16. CCn1c(=O)n(CC(=O)Nc2cccc(OC)c2)c(=O)c2ccccc21
  2, -2, -9, 4, 9, 8, -15, 17, 2
17. C/C(=N\NC(=O)COc1ccc(C)cc1C(C)C)c1cc2ccccc2o1
  -8, -2, -14, -3, -9, 0, 15, -12, 1
18. Cc1ccc(C)c(S(=O)(=O)Nc2ccc(O)c(C(=O)O)c2)c1
  -1, 3, 1, 0, 12, 10, -8, 4, 1
19. CN1CCN(CC(=O)Nc2nc(-c3c[nH]c4ccccc34)cs2)CC1
  -4, -5, -3, -4, 3, 2, 18, 0, 0
20. Cc1ccc(C(CNS(=O)(=O)c2ccc(F)cc2)N2CCN(C)CC2)cc1 (configuration not stated)
  1, 4, -1, 0, 7, 5, -24, 0, 7
21. Cc1cc2ccccn2c1C(=O)c1ccc(F)cc1
  0, 4, 4, 1, 6, 0, -15, 2, 6
22. CC(C)Oc1ccc(CCNC(=O)C2CCC(=O)N(C3CCCCCC3)C2)cc1 (configuration not stated)
  2, -21, -3, -2, -7, 6, 18, -5, 7
23. O=C(Nc1nnc(C2CC2)s1)c1cncc(Br)c1
  /, /, /, 0, 5, 2, 10, /, -3
24. C=C(C)C1CC=C(C)/C(=N/NC(=O)c2ccc(NC(=O)CCC)cc2)C1 (configuration not stated)
  0, 3, -2, -1, 3, 5, 10, -1, -1
25. O=C(CSc1nc2[nH]ncc2c(=O)[nH]1)NCCc1ccccc1
  -2, 4, 5, 0, 5, 1, 5, 0, 0
26. CN(C(=O)COC(=O)c1ccc(Br)c([N+](=O)[O-])c1)c1c(N)n(Cc2ccccc2)c(=O)[nH]c1=O
  5, 22, 0, -4, 8, 5, 22, 8, -2
27. CN(c1ccccc1)S(=O)(=O)c1cccc(NC(=O)CSc2n[nH]c(N)n2)c1
  -3, 4, -1, -1, 16, 1, -26, 2, -1
28. CCN(c1ccccc1)S(=O)(=O)c1ccc(C(=O)Nc2nnc(-c3ccco3)o2)cc1
  -4, -48, -8, -7, 7, 8, 9, -4, 0
29. CN(C)CCCNC(NC(=O)/C=C/c1ccccc1)C(Cl)(Cl)Cl (configuration not stated)
  -4, 5, 3, 1, 1, 8, 9, -7, -5
30. COc1ccc(N2CCN(S(=O)(=O)CCNC(=O)c3cccs3)CC2)cc1
  3, -1, 2, -5, 12, 1, -8, 5, 7
31. Oc1ccccc1-c1cc(-c2ccccc2Cl)[nH]n1
  -9, -3, -17, -4, -3, -3, -17, -16, 10
32. COc1cccc(N2CCN(c3ccc4nnc(CCC(=O)Nc5ccc(F)cc5F)n4n3)CC2)c1
  4, 3, 0, -7, -1, 0, 28, 5, 9
33. NC(=O)CSc1oc(-c2cccs2)nc1S(=O)(=O)c1ccccc1
  -6, -12, 4, -4, 8, 3, 2, -1, 5
34. Oc1ccccc1-c1nc(N2CCN(Cc3ccccc3)CC2)c2ccccc2n1
  -1, -2, 0, -3, 8, 1, -1, 5, 7
35. COc1ccc(C2(C(=O)NCCc3ccccc3)CCCC2)cc1
  -2, 5, -2, 3, 2, 4, -16, -3, 4
36. CC(=O)c1cc(-c2ccccc2)n(CCC(=O)NC2CCCCC2)c1C
  -2, 8, -1, 1, 6, 3, -3, -5, 5
37. Cc1ccc(CN(N=Nc2nonc2N)c2nonc2N)c(C)c1
  -3, -5, -3, -3, -3, 3, -34, -5, -4
38. Cc1ccccc1C(=O)N1CCC(C(=O)OCc2ccccn2)CC1
  /, /, /, 1, 10, 5, 22, /, -4
39. O=C(Nc1cc(C(=O)N2CCN(c3ccccc3O)CC2)ccc1Cl)c1cccs1
  -3, -2, 3, 0, 6, -2, 12, -7, 4
40. CCOc1ccc(CCNS(=O)(=O)c2cnc[nH]2)cc1OCC
  -1, 11, -4, -3, -1, 1, 0, 1, 5
41. CC(C)CCN1CCN(Cc2ccc(C#CC(C)(C)O)s2)CC1CCO (configuration not stated)
  -1, -2, 3, 0, 12, 0, 11, 1, -1
42. Cc1ccc(C)c(S(=O)(=O)N2CCN(C(=O)C3CC3C)CC2)c1 (configuration not stated)
  0, 0, 3, -2, 8, -1, -3, -3, -2
43. CCCn1c(SCC(=O)Nc2cc(S(=O)(=O)N3CCOCC3)ccc2OC)n[nH]c1=O
  -1, -5, -5, -3, 12, 3, -6, -3, -3
44. CC(OC(=O)c1ccc(Cl)nc1)C(=O)NC1(C#N)CCCCC1 (configuration not stated)
  -1, 15, -8, -10, 15, 1, -1, -12, -9
45. CCOC(=O)C1=C(C)N(CCCC(=O)O)C(=O)NC1c1cc2ccccc2c2ccccc12 (configuration not stated)
  1, 5, 0, 1, /, /, -16, -1, 4
46. COc1ccccc1N=NC1=C(O)CC(C)(C)CC1=O
  -2, -3, -8, 0, 1, 3, 6, -2, -5
47. O=C(NCC1CCN(C(=O)c2ccc([N+](=O)[O-])cc2)CC1)C(=O)Nc1ccccc1
  -2, 0, -4, -1, 12, 4, 0, -3, 1
48. COCCOC(=O)C1=C(C)NC2=C(C(=O)CCC2)C1c1ccc2c(c1)OCO2 (configuration not stated)
  -3, -9, -5, -3, 7, 3, 8, -5, -3
49. O=C(Nc1ccc(F)cc1)N1CCCN(c2ccc(C(F)(F)F)cn2)CC1
  1, -5, 0, 2, /, /, -1, -2, 1
50. O=S(=O)(Nc1ccc2c(c1)OCO2)c1cccs1
  -2, 3, 1, 3, 6, 3, 3, 0, -3
51. COc1ccc(-c2n[nH]c3c2C(c2ccc(OC)c(OC)c2)N(c2ccccc2)C3=O)cc1 (configuration not stated)
  -5, -7, -3, 0, -6, -2, -3, -13, -1
52. S=C(NCCc1ccccc1)Nc1ccc(N2CCCCC2)cc1
  -2, -7, -3, -6, 4, -4, 7, 1, 10
53. Cc1cccc(NC(=O)C[n+]2ccc(N(C)C)cc2)c1
  0, 0, -2, -8, 10, 3, 2, 5, -1
54. COc1ccc(CCNC(=O)CNC(=O)Cn2cnc3sc(C)c(C)c3c2=O)cc1OC
  1, 0, 4, -2, 2, 1, -1, 0, -3

Screening data as filed in PubChem.
